Bioassay records from PubChem.
N370S GC = N370S glucocerebrosidase modulation, Gaucher chaperone candidate; P04062; N370S GC spleen homogenate, 4MU-glucoside fluorescence; Potency, µM (series often up to 59.4 µM), for inactives: at the highest dose activity change, negative = inhibition, usual class: inhibitors; 330,000 compounds, 0.092% hits; AID 2101;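 further: 0% = full enzyme activity and -100% = no enzyme basal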
FEN1 inh = inhibitors of human flap endonuclease 1 | P39748 | Recombinant FEN1 flap cleavage, fluorescence, 15 min | AID 588795 | 390,000 compounds, 0.35% hits | Potency, µM (top dose mostly 114 µM), for the others: at the highest dose activity change, negative = inhibition, usual class: inhibitors; further: nearly all actives have a fitted effect of over 65% in size
Target sequence (P39748 whole entry, looked up): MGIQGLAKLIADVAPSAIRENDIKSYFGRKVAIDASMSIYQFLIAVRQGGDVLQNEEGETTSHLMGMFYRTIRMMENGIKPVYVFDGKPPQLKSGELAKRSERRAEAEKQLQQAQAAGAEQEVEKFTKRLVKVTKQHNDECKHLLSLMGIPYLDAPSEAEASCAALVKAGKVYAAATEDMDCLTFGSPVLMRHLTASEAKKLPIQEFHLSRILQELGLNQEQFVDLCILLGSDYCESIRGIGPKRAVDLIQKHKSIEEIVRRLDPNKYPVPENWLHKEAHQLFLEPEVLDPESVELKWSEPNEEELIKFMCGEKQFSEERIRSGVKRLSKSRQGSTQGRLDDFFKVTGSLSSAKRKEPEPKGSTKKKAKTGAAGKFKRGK
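In this screen, 50 nM flap DNA substrate was added to 10 nM FEN1 pretreated with compound for 15 min at room temperature; cleavage was followed with reads at 0 and 15 min, and Hill fitting gave concentration–response parameters.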
DT40 TDP1 CPT = growth inhibition of DT40 Tdp1-/-;hTDP1 cells with camptothecin (screen for TDP1 inhibitors) | 420,000 compounds, 12% hits | AID 686979 | chicken DT40 Tdp1-/-;hTDP1 cells + 20 nM CPT, ATP luminescence, 48 h | Potency, µM (highest dose often 46.2 µM), inactives show at the top dose activity change, negative = growth inhibition, most hits filed as inhibitors; further: nearly all actives have a fitted effect of over 55% in size
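Chicken DT40 Tdp1-/- cells complemented with human TDP1, 400 cells/well, exposed to compounds plus 20 nM camptothecin for at least 48 h at 37 C; viability read as ATP content by CellTiter-Glo luminescence.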
An asterisk follows results filed as active; ? = inconclusive; / = not tested or not shown; & = joins results of further samples; [ ] = dose if it differs, or a comment. The call rests on the fitted dose curve; in most records, active means well fitted curve in the direction sought with a large enough effect; inconclusive means small, poorly fitted or top-dose-only effect, or another doubt; inactive means no such curve, though single readings can be large; an effect the other way counts as inactive or inconclusive. Unless noted, on the % scale 0 is the no-effect control and ±100 the full control effect; potency means the concentration at half of the fitted maximal effect. Some of the compounds tested (hit frequency here may not be typical).

molecule	N370S GC	FEN1 inh	DT40 TDP1 CPT
O=C(O)C1C2C=CC(C2)C1C(=O)N1CCc2ccccc21 (stereo unspecified)	13%	-4%	-5%
COc1ccc(CC(=O)OC(C)C(=O)c2ccc(C)cc2)cc1 (stereo unspecified)	13%	7%	-10%
COCCCN1C(=O)C(=O)/C(=C(/O)c2ccc(S(=O)(=O)N3CCCCC3)cc2)C1c1ccc(O)c(OC)c1 (stereo unspecified)	-7%	14%	24%
CN(C)N1C(=O)/C(=C/c2ccco2)SC1=Nc1ccccc1	/	1%	-26%
COc1ccc2cc3cc(C(=O)NCc4ccccc4OC)oc3nc2c1	/	1%	?
Cc1ccc(C(=O)N2CCOCC2)cc1S(=O)(=O)N1CCCCC1	10%	-3%	1%
Cc1n[nH]c(C)c1Sc1ccccc1N	-7%	-16%	-1%
COc1cccc(C2=NOC(C(=O)NCc3ccc(F)cc3)C2)c1 (stereo unspecified)	2%	0%	12µM*
COc1ccccc1C(=O)NC(=O)COC(=O)c1ccc([N+](=O)[O-])cc1	1%	-4%	?
CC(C)c1ncc(C(O)c2cccc3ccccc23)n1C (stereo unspecified)	-1%	7%	?
COCc1ccc(O)c2ncccc12	2%	-4%	4.6µM*
CCOC(=O)CCn1cnc2onc(-c3ccccc3Cl)c2c1=O	/	2%	7%
CCCCN(C(=O)c1nn(C)c(=O)c2ccccc12)c1c(N)n(CCC)c(=O)[nH]c1=O	/	-2%	2%
C1CC1C(=NN=C(C1CC1)C1CC1)C1CC1	/	2%	-12%
COc1ccc(C(=O)COC(=O)CCS(=O)(=O)c2ccc(C)cc2)c(OC)c1	-7%	3%	1%
CCC1=C(OC(=O)N(CC)CC)N2C(=O)OC(=NCCc3c[nH]c4ccccc34)[C@]2(Cc2ccccc2)[C@H]2C1=CC[C@H]1C(=O)N(CC)C(=O)[C@H]12	0%&-2%	-15%	?
CCOc1ccc(CCNC(=O)CN2CCN(Cc3ccccc3F)C2=O)cc1OCC	-13%	0%	-2%
CC(C)Sc1ncc(Cl)c(C(=O)Nc2nnc(C(C)C)s2)n1	/	8%	-21%
CCn1c(SC)nnc1C1CCCN(CC(=O)Nc2ccccc2N2CCOCC2)C1 (stereo unspecified)	-5%	6%	1%
CCOC(=O)c1ccc(NC(=S)NCCCN2CCCCC2)cc1	-4%	-11%	-13%
CN(C)S(=O)(=O)c1cccc(C(=O)OCC(=O)c2c(N)n(C)c(=O)n(C)c2=O)c1	1%	-2%	12%
CC1CN(C)C(C)CC1NCc1ccc2c(c1)OCO2 (stereo unspecified)	-12%	-5%	2%
CC1Cc2ccccc2N1C(=O)/C=C/c1cccc(F)c1 (stereo unspecified)	6%	7%	0%
Cc1ccccc1S(=O)(=O)Cc1ccc(C(=O)NC(C)c2ccccc2)o1 (stereo unspecified)	-5%	10%	-16%
Cc1cc(C)c2nc(N3CCCC(C(=O)NCc4cccc(Br)c4)C3)sc2c1 (stereo unspecified)	/	16%	?
O=S(=O)(c1ccccc1C(F)(F)F)N1C=CC(C(F)(F)F)=NCC1	1%	-15%	-3%
CCOC(=O)C1CCCN(S(=O)(=O)c2ccc(S(=O)(=O)N3CCCC3)cc2)C1 (stereo unspecified)	-1%	4%	4.6µM*
CCCCCCn1c(N2CCN(c3cccc(Cl)c3)CC2)nc2c1c(=O)[nH]c(=O)n2C	3%	-5%	?
COc1ccc(-n2c(SCC(=O)Nc3nc(C)cs3)nnc2-c2ccoc2C)cc1	8%	-3%	?
Cc1nc2cnc(Nc3ccccc3)nc2n(Cc2ccc(F)cc2)c1=O	14%	/	-14%
Cc1ccccc1NC(=O)CCNS(=O)(=O)c1cccc2nsnc12	-9%	-3%	-10%
CN(CCNC(=O)c1cn(C)c2ccc(S(=O)(=O)N3CCCC3)cc2c1=O)CCc1ccccc1	6%	1%	-19%
CN(C)S(=O)(=O)c1ccc(C(=O)OCc2ccc(C#N)cc2)cc1	2%	-1%	-4%
COc1ccc(CCN2C(=O)CN(C3CCC(C)CC3)C(=O)C2c2ccc(OC(C)C)c(OC)c2)cc1OC (stereo unspecified)	/	9%	16µM*
Cc1cc(CN2CCN(CC(=O)Nc3cc(C(F)(F)F)ccc3-n3cncn3)CC2)no1	/	1%	?
CCOc1ccc(Oc2nc(NCC(C)C)nc(NC(C)(C)C)n2)nn1	/	0%	?
COc1ccc(C(=O)NCCNc2nc3c(C)cccc3cc2C#N)cc1OC	-12%	-7%	-26%
CCCCC[C@H](O)CC[C@H]1[C@H](O)CC(=O)[C@@H]1CCCCCCC(=O)O	26%&-5%	/	4%[4.12 µM]
O=C(NCc1cccnc1)c1sc2cc(Cl)ccc2c1Cl	12%	?	?
CCC12CSc3nc(Cl)ccc3N1C(=O)C(=O)N2C (stereo unspecified)	4%	?	-11%
CC(=O)OCC(=O)c1ccc2ccn(C(C)=O)c2c1	-14%	-1%	5%
O=C(C1CC1)N1CCc2cc(Br)cc(S(=O)(=O)N3CCOCC3)c21	5%	0%	?
COc1ccc(Nc2nc(N)c(C(=O)c3ccc(F)cc3)s2)cc1	-12%	-22%	0.73µM*
O=C(COC(=O)c1ccccc1[N+](=O)[O-])NC(=O)c1ccccc1	1%	3%	1%
COc1ccc(OC)c(S(=O)(=O)n2ccnc2C(C)C)c1	1%	1%	2%
CCOc1ccc(C(=O)CCC(=O)N2CCN(c3ccccc3O)CC2)cc1	/	0%	?
O=C(c1ccco1)N1CCC[C@@]2(CCN(Cc3ccccc3)C2)C1	-2%	/	-2%
CCOC(=O)CC1Sc2ccccc2NC1=S (stereo unspecified)	9%	-6%	25%
CCOc1ccccc1C1C(C(=O)Nc2ccccc2)=C(C)Nc2nc(-c3ccccc3)nn21 (stereo unspecified)	/	-1%	?
Cc1ccccc1NC(=O)c1ccccc1N(C)S(=O)(=O)c1ccccc1	/	-16%	14%
COc1cccc(Nc2ncc3ncc(=O)n(C4CC4)c3n2)c1	-4%	/	15µM*
COc1ccc(NC(=O)C2CCC(CNS(=O)(=O)c3ccc(Br)s3)CC2)cc1OC (stereo unspecified)	/	-8%	3%
CN(C(=O)CCN1C(=O)C(C)(C)Nc2ccccc21)c1ccccc1	28%	0%	-5%
COc1ccc(OCC(O)COc2ccc(OC)cc2)cc1	-1%	4%	-21%
O=C(Nc1ccccc1O)N1c2ccccc2Sc2ccccc21	2%	-7%	1%
CC(=O)N1CCc2cc(S(=O)(=O)CCC(=O)N(C)Cc3ccco3)ccc21	-5%	2%	-4%
Cc1nc2cncnc2n(-c2ccccc2)c1=O	3%	/	2%
COc1cccc2cc(C(=O)NNC(=O)c3ccc(Br)cc3)c(=O)oc12	1%	1%	?
COc1ccc(OC)c(N=c2oc3c(OC)cccc3cc2C(=O)NCc2ccco2)c1	-14%	-11%	2%
Cc1c(NC(=O)C(C)OC(=O)c2nc(Cl)ccc2Cl)c(=O)n(-c2ccccc2)n1C (stereo unspecified)	-3%	-4%	18%

Next entries.
molecule	N370S GC	FEN1 inh	DT40 TDP1 CPT
CCOC(=O)c1c(C)[nH]c(C(=O)N2CCN(C(=O)OCC)CC2)c1C	-4%	-3%	0%
O=C1CC(=C(c2ccccc2)c2ccccc2)C(=O)N1CCCCN1CCN(c2ccccc2)CC1	-8%	0%	15µM*
Cc1cc(NC(=O)Cn2nc(C)c([N+](=O)[O-])c2C)no1	1%	19%	-12%
COc1ccc(C2=NS(=O)(=O)N(C)C(C(=O)NCc3ccc4c(c3)OCO4)=C2)cc1OC	-7%	-2%	?
CCCN1CCN(CCCNC(=O)Cn2ncc3c4ccccc4n(C)c3c2=O)CC1	5%	-3%	-1%
c1ccc(Cn2nnc3c(N4CCCCC4)ncnc32)cc1	/	15%	?
O=[N+]([O-])c1ccc(Oc2cccc(C(F)(F)F)c2)nc1	6%	-8%	13µM*
CC(NC(=O)C1CCCO1)c1ccccc1 (stereo unspecified)	2%	-3%	-6%
C#CCOCCOCCOCCNc1nc(N2CCOCC2)nc(N2CCN(C(=O)[C@H](Cc3cc4ccccc4[nH]3)n3cc([C@@H](N)C(C)CC)nn3)CC2)n1 (stereo partly specified)	-18%	17%	-7%
O=C(Nc1ccc(C(F)(F)F)cc1)C1CCC(CNS(=O)(=O)c2cccc3nsnc23)CC1 (stereo unspecified)	/	-4%	-30%
Cc1ccn(CCC(=O)N2CCCC(CCC(=O)N3CCN(c4ccccn4)CC3)C2)n1 (stereo unspecified)	1%	3%	-1%
Cc1cccc(NC(=S)NC(=O)c2cccs2)n1	10%	-10%	-1%
Cc1noc(C)c1NC(=O)N(C)C[C@H]1Oc2ccc(NS(=O)(=O)c3ccccc3)cc2C(=O)N([C@H](C)CO)C[C@@H]1C	/	-13%	-1%
COC(=O)c1cccc(NC(=S)N2CCN(c3ccccc3F)CC2)c1	-8%	-6%	6%
Cc1ccc(CNC(=O)C2CCN(S(=O)(=O)c3ccc4[nH]c(=O)ccc4c3)CC2)cc1	/	14%	-17%
O=C1CCC/C1=C\Nc1ccc(Cl)c([N+](=O)[O-])c1	-7%	-2%	?
Cc1ccccc1/C=N/NC(=O)CSc1nc2ccccc2o1	9%	7%	-6%
COCc1cc(C)nc2sc(C(=O)Nc3ccc(OC(F)(F)F)cc3)c(N)c12	/	-12%	-16%
O=C(COc1ccc(Cl)cc1)N1CCN(C(=O)c2ccccc2F)CC1	2%	-6%	2%
COc1cccc(-c2cncnc2NC2CCNCC2)c1	-7%	/	3%
O=C(Nc1ccc(Cl)c(S(=O)(=O)N2CCOCC2)c1)c1ccncc1	/	7%	-28%
COc1ccc2nc(C)cc(SCC(=O)NNC(=O)COc3ccc(C)cc3)c2c1	-19%	5%	-1%
CCOc1ccc(N(C)C(=O)CCc2nnc3ccc(N4CCCC4)nn23)cc1	4%	-1%	-4%
CCOC(=O)c1ccc(NC(=S)N(CCN(C)C)Cc2cccs2)cc1	-11%	-2%	16µM*
COC(=O)C1=C(C)NC(=O)CC1c1ccccc1F (stereo unspecified)	2%	-9%	1%
COC(=O)c1cccc(NC2CC(=O)N(c3ccc(OC)c(OC)c3)C2=O)c1 (stereo unspecified)	1%	-12%	23%
Nc1ccccc1SC1CC(=O)N(c2ccc3c(c2)OCO3)C1=O (stereo unspecified)	-5%	-16%	-4%
CCN(CC)c1ccc(NC(=O)CCc2nc3cccnc3n2Cc2cccs2)c(C)c1	/	-14%	?
Cc1ccc(NC(=O)CC2SCCNC2=O)cc1[N+](=O)[O-] (stereo unspecified)	6%	6%	12%
COc1ccc(C2CC(=O)c3cc(-c4nc(-c5ccc(Cl)cc5)c(C)s4)c(=O)[nH]c3C2)cc1 (stereo unspecified)	/	21%	?
O=C(CCc1ccccc1)NCc1ccc(F)cc1	-4%	-2%	6%
CCCCc1nnc(NC(=O)C(C)Sc2nc(O)c(Cc3ccccc3)c(=O)[nH]2)s1 (stereo unspecified)	?	7%	-2%
CC(C)(O)C1=NOC(c2ccccc2)C1 (stereo unspecified)	0%	-3%	-1%
CC(C)NC(=O)N(C)C[C@H]1Oc2ccc(NS(=O)(=O)c3ccccc3)cc2C(=O)N([C@H](C)CO)C[C@@H]1C	/	-4%	-3%
CCOc1ccc(C(=O)NCC(=O)OCC(=O)N2C(C)CCCC2C)cc1 (stereo unspecified)	2%	-2%	12%
CCCCNC(=S)N(C)/N=C/c1ccc2c(c1)OCO2	1%	-3%	?
O=C(Cc1ccccc1[N+](=O)[O-])c1ccc2c(c1)OCO2	/	-11%	-1%
CC1CN(C(=O)COC(=O)c2cc3ccccc3cc2O)CC(C)O1 (stereo unspecified)	/	-3%	-11%
COc1cccc(CN(C)C(=O)c2cc(S(=O)(=O)N3CCCCCC3)ccc2OC)c1	/	2%	?
CCN1C(=O)c2ccccc2Sc2ccc(NC(=O)Nc3cc(C)cc(C)c3)cc21	/	21%	12µM*
CC1CCN(S(=O)(=O)c2cc(C(=O)Nc3ccccn3)ccc2Br)CC1	1%	0%	?
COc1cc(CNCCNC(=O)c2nonc2N)ccc1OCc1ccc(Cl)cc1	13%	-13%	?
COc1ccccc1OC(=O)c1ccc(SC)cc1OC	26%	-9%	?
CNS(=O)(=O)c1cccc(C(=O)NCC(C)(C)N2CCCCC2)c1	-1%	1%	20%

Laid out differently: results already given.
Results follow in this order: N370S GC | FEN1 inh | DT40 TDP1 CPT
> CC(C)(O)C1=NOC(c2ccccc2)C1 (stereo unspecified)
→ 0% | -3% | -1%
> CC(C)NC(=O)N(C)C[C@H]1Oc2ccc(NS(=O)(=O)c3ccccc3)cc2C(=O)N([C@H](C)CO)C[C@@H]1C
→ / | -4% | -3%
